SENP1 inh: human SENP1 catalytic domain inhibitors, primary screen, biochemical, FRET, uHTS. Sentrin-specific protease 1 (Homo sapiens), Q9P0U3. recombinant SENP1 catalytic domain, CyPet-SUMO1-YPet FRET cleavage. inhibition, % at 10 µM. 360,000 compounds, 0.21% hits;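 active = inhibition at least 30% at 10 µM, raw YFP signal under a set limit, fluorescence ratio 0.5 to 1.5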;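 note: 0% = enzyme with DMSO and 100% = no enzyme wells; some results filed as inactive read as strong as hits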
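Material: hSENP1 catalytic domain, recombinant; medium: Tris pH 8 with BME, BSA, NP40 and catalase; compound: single concentration of 10 µM compound, 0.5% DMSO final; technique: FRET read of cyan and yellow fluorescence; timing: 50 min enzyme reaction, room temperature, light-protected; reagent: SFCypet-SUMO1-SFYpet substrate at 25 nM; control set: no-enzyme low, enzyme-DMSO high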
mIAP activ: activators of mouse IAP, primary screen, biochemical, luminescence, uHTS | intestinal alkaline phosphatase [Mus musculus] | muIAP, CDP-Star luminescence, 30 min; active compounds read high; 1 = vehicle-only enzyme signal, 0 = enzyme-free wells | activation factor at 10 µM | 330,000 compounds, 0.24% hits;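 active = activation factor of at least 2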; note: the source names both 10 and 20 µM as test concentration; values of inactives mirror those of a sister screen read the other way
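System: Mouse IAP enzyme | Also added: CDP-Star substrate | Dosing: Compounds dispensed in DMSO | Schedule: 30 min enzyme-substrate-compound incubation at room temperature | Technique: Chemiluminescence readout | Control set: DMSO-only wells and no-enzyme negative control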
hIAP act: human IAP activators, primary screen, biochemical, luminescence, uHTS; activation factor at 10 µM; AID 2524, 2010; purified human IAP, CDP-Star luminescence, 30 min; active compounds read high; 1 = vehicle-only enzyme, 0 = enzyme-free background; 330,000 compounds, 0.16% hits;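 active = activation factor of the enzyme at least 2-fold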; note: the source names both 10 and 20 µM as test concentration; values of inactives mirror those of a sister screen read the other way
Target sequence (P09923 whole entry, looked up): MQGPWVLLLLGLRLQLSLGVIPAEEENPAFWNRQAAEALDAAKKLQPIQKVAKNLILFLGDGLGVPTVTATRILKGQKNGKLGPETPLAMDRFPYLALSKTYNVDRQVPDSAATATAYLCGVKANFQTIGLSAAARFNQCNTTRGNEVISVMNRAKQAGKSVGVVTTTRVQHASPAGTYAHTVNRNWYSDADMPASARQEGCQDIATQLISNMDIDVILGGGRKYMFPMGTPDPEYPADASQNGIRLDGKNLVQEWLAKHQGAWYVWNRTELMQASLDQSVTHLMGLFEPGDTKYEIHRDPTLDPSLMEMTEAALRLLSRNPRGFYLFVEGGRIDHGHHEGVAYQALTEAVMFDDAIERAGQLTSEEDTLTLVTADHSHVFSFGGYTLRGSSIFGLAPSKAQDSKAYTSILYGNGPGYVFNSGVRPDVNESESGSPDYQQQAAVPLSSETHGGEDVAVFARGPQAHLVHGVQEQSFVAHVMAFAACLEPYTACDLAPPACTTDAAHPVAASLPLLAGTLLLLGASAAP
APOBEC3A inh: APOBEC3A ssDNA deaminase inhibitors, primary screen, selectivity assay for APOBEC3G inhibitor project, biochemical, FAM/TAMRA oligo cleavage fluorescence. DNA dC->dU-editing enzyme APOBEC-3A (Homo sapiens), P31941. recombinant A3A, FAM/TAMRA ssDNA deamination fluorescence. inhibition, % at 20 µM. 330,000 compounds, 0.41% hits. AID 493011, 2011;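 active = at least 40% inhibition at 20 µM here, with at most 30% in a related deaminase screen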;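 note: plate controls were A3A with DMSO for no effect and wells lacking A3A enzyme for full effect; some results filed as inactive read as strong as hits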
Target sequence (P31941 whole entry, looked up): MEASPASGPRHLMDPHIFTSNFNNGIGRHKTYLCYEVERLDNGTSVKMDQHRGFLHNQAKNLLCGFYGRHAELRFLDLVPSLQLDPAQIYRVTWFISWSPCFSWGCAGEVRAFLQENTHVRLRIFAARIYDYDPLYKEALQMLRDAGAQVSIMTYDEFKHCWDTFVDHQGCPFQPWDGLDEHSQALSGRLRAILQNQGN
mIAP block: inhibitors of mouse IAP, primary screen, biochemical, luminescence, uHTS; 330,000 compounds, 0.2% hits; purified mouse IAP, CDP-Star luminescence, 30 min; inhibition, % at 10 µM;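 active = inhibition of at least 40% at 10 µM in the primary screen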;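 note: plate controls were DMSO with enzyme for no effect and no enzyme wells for full effect; values of inactives mirror those of a sister screen read the other way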
hIAP inh: human IAP inhibitors, primary screen, biochemical, luminescence, uHTS; Intestinal-type alkaline phosphatase (Homo sapiens), P09923; purified IAP, CDP-Star luminescence, 30 min; inhibition, % at 10 µM; 330,000 compounds, 0.12% hits; AID 2544, 2010;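 active = inhibition reaching a set limit with compound at 10 µM in the primary screen, cut at about 35% in these data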;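 note: plate controls were DMSO wells with enzyme for no effect and no-enzyme buffer wells for full effect; values of inactives mirror those of a sister screen read the other way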
NLRP3 yeast inh: NALP3 inflammasome inhibitors in reconstituted yeast, primary screen, luminescence, uHTS. Yeast reconstituted NLRP3/ASC/caspase-1, beta-gal luminescence, 24 h. inhibition, % at 10 µM. 330,000 compounds, 0.39% hits. AID 2825, 2010;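 active = inhibition of 50% or more; inactive = inhibition below 50%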;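 note: plate controls were induced DMSO wells for no effect and uninduced yeast grown without galactose for full effect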
beta cell repl: inducers of MIN6 beta-cell proliferation, primary screen, ATP luminescence, uHTS. MIN6 cells proliferation, ATPlite luminescence, 48 h; cells starved in 0.2% serum; 100% = growth in 10% serum. proliferation, % at 10 µM. 330,000 compounds, 0.29% hits. AID 2380, 2010;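 active = compounds whose signal lies at least 3.5 SD above the mean of all wells on their plate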;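 note: 0% = DMSO-treated cells in low-serum medium and 100% = 10% serum control; some compounds called inactive have numbers as strong as hits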
APOBEC3G inh: APOBEC3G DNA deaminase inhibitors, primary screen, biochemical, fluorescence, single-stranded DNA substrate, uHTS; DNA dC->dU-editing enzyme APOBEC-3G (Homo sapiens), Q9HC16; recombinant A3G, ssDNA deamination FAM/TAMRA fluorescence; inhibition, % at 20 µM; 330,000 compounds, 0.28% hits;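 active = inhibition of at least 40% at 20 µM, with no more than 30% in the related APOBEC3A deaminase screen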;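 note: plate controls were DMSO wells with A3G for no effect and wells lacking A3G enzyme for full effect; some compounds called inactive have numbers as strong as hits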
Target sequence (Q9HC16 whole entry, looked up): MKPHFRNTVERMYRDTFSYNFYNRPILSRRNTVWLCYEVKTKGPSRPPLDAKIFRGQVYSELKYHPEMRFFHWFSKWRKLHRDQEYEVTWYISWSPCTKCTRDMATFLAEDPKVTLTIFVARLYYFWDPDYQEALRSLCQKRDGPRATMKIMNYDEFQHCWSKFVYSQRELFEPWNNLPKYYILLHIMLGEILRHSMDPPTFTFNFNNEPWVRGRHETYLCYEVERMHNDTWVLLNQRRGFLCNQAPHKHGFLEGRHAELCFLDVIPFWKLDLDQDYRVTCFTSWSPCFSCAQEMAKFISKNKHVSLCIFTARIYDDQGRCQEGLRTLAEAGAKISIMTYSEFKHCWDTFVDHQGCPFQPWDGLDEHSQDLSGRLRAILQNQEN
* = called active by the depositor; / = no result given. Not all compounds are listed; rates above refer to the full screens.

SMILES	SENP1 inh	mIAP activ	hIAP act	APOBEC3A inh	mIAP block	hIAP inh	NLRP3 yeast inh	beta cell repl	APOBEC3G inh
COc1ccc(CN(CCNC(=O)CCCCC(=O)NCCN(Cc2ccc(OC)cc2)C(C)C)C(C)C)cc1	-2	1.2	0.59	-3	-16	41*	0	-3	-6
N#Cc1ccccc1/C=C/C(=O)N1CCOCC1	-1	1.1	1.1	9	-6	-12	9	-4	-3
COc1ccc(-n2c(Cc3cccn3C)nnc2SCC(=O)Nc2ccc3c(c2)OCO3)cc1	1	0.99	0.81	-1	1	19	-2	0	-1
O=c1cc(-c2ccccc2)[nH]c2cc(F)ccc12	0	0.95	0.85	2	4	15	4	-5	-8
COc1ccc(OC)c(-n2c(-c3cc(-c4ccccc4)n[nH]3)n[nH]c2=S)c1	1	1.1	1.8	-7	-6	-84	17	-1	-8
CCOc1ccc(-c2[nH]ncc2-c2ccc(Cl)cc2)c(O)c1	-1	1	1.8	7	-2	-84	13	-7	-4
Cc1ccc(C(=O)NCCc2ccccc2)cc1N1CCCC1=O	1	1.1	0.82	0	-8	18	2	2	-3
COc1ccc(NC(=O)CN2CCN(C(C)=O)CC2)cc1S(=O)(=O)N1CCOCC1	1	1.1	1.2	-1	-11	-22	11	0	-3
CCCCC(c1nnnn1CCOC)N1CCN(CC)CC1 (stereo not given)	0	1.1	1.1	-5	-8	-15	6	-2	-5
O=C(CNS(=O)(=O)c1cccc(Cl)c1)Nc1ccc(-c2nc3ccccc3s2)cc1	-28	0.94	1	-4	6	-2	1	0	-9
COCCn1c(SCC(=O)Nc2cccc(OC)c2)nnc1-c1ccccc1	1	0.89	0.93	0	11	7	8	-4	-8
Cc1ccccc1OCCNC(=O)CSc1ccc(C(F)(F)F)cc1[N+](=O)[O-]	2	0.89	0.79	5	11	21	19	-5	-1
CC(C)N(Cc1nc(-c2ccccc2)no1)C(=O)c1ccc([N+](=O)[O-])cc1	1	1.1	0.87	4	-6	13	8	0	2
CCCOc1ccc2oc(=O)c3c(c2c1)CCCN3C(=O)CN1CCN(C(=O)c2ccco2)CC1	/	0.96	1	-2	4	-3	-3	-3	-4
Cn1cc(CN2CCC(n3nccc3NC(=O)c3ccccc3Cl)CC2)c2ccccc21	5	1.1	0.98	2	-11	2	10	-4	4
O=C(O)CSc1nnc(Cc2ccccc2)n1-c1ccccc1	2	0.96	0.94	-2	4	6	-1	-1	-4
COc1ccc(NC(=O)/C=C/C(=O)O)c([N+](=O)[O-])c1	3	1.1	1.1	-3	-9	-15	5	-3	0
CCc1ccc(C(C)NC(=O)C2CCCC2)cc1 (stereo not given)	3	0.93	1.1	0	7	-6	33	0	-7
Nc1nnc(SCC(=O)OCc2ccc(Cl)c(Cl)c2)s1	0	1	0.85	-1	-1	15	5	-2	-6
COc1ccc2[nH]c3c(=O)n4c(nc3c2c1)SCC4	0	0.99	0.98	0	1	2	4	-3	-4
Cc1ccc(NC(=O)c2nc[nH]c2C(=O)N2CCOCC2)c(C(=O)c2ccccc2)c1	0	0.9	1.2	3	10	-21	10	-2	-3
COc1ccc(N2CCN(c3ccc(S(=O)(=O)N(C(C)C)C(C)C)cn3)CC2)cc1	1	0.92	0.9	-4	8	10	4	0	-11
Cc1ccc(S(=O)(=O)NCCC(=O)OCC(=O)Nc2cccc(S(=O)(=O)NC3=NCCCCC3)c2)cc1	2	0.96	1	5	4	-2	-7	0	-3
O=C1c2ccccc2NC(c2ccc(Cl)cc2Cl)N1Cc1ccccc1 (stereo not given)	1	1	0.99	1	0	1	13	-4	2
COC(=O)c1cnn2c1C(=O)N(Cc1cccs1)CC2	-1	1	1.1	-3	-2	-5	9	-6	0
SMILES	SENP1 inh	mIAP activ	hIAP act	APOBEC3A inh	mIAP block	hIAP inh	NLRP3 yeast inh	beta cell repl	APOBEC3G inh
Cc1ccc(CSc2nnc([C@@H]3CCCN3)o2)cc1	-1	0.93	1.1	-2	7	-9	22	5	-11
Nc1nncn1C(=O)c1c(Cl)cccc1Cl	3	0.91	0.89	2	9	11	0	-1	-4
N#Cc1ccc(C(c2nnnn2Cc2ccccc2)N2CCCC2)cc1 (stereo not given)	0	1	1	2	0	-2	-2	3	3
C=C(C)CN(CC)C(=O)c1ccc(OC2CCN(S(=O)(=O)N(C)C)CC2)cc1	2	0.91	1	1	9	-3	11	-4	-7
COc1ccc(CC(=O)NNC(=O)Cc2ccc(OC)cc2)cc1	/	1	1.4	-1	-3	-41	20	-2	11
Cc1ccc(-c2nnc(NC(=O)c3ccco3)o2)c(C)c1	-2	0.95	1	-4	5	-3	0	-7	-4
O=C(OCC(=O)c1ccccc1Cl)C1=NN(c2ccccc2)C(=O)CC1	1	0.94	1.2	8	6	-16	16	-2	-1
CCOC(=O)C1C(c2ccc([N+](=O)[O-])cc2)C2C(=O)NN=C2CC1(C)O (stereo not given)	1	1	0.97	-3	-1	2	-22	1	-5
COC(=O)c1c(N)n(CCCN2CCOCC2)c2nc3ccccc3nc12	-60	1.1	1.1	-3	-7	-10	11	-2	-6
C=C(C)C(=O)N1CC2(CC(c3cccc(NC(=O)CCCCC)c3)=NO2)C[C@H]1C(N)=O (stereo not given in full)	-2	1	1	-1	0	0	8	3	-12
O=C(Cc1ccc([N+](=O)[O-])cc1)N/N=C/c1cccnc1	0	1	0.94	-2	0	6	-4	-1	-2
CCC1=[N+](CC(=O)c2ccc(Br)cc2)CCn2c(C)ccc21	-35	1	1.1	-7	-5	-10	25	-6	-12
Cc1ccc(CNC(=O)C2CCCN(c3nc(C)cc(C)n3)C2)cc1 (stereo not given)	2	0.97	1.1	-1	2	-5	5	3	-3
CCCOc1ccc(-c2nnn(CC(=O)c3ccc4c(c3)OCCO4)n2)cc1	1	0.95	0.86	-3	5	14	25	0	-4
Cc1cnn(C(=O)c2cc(-c3ccccc3)nc3ccccc23)c1	2	0.97	1.2	-7	3	-19	18	0	-5
COc1ccccc1CNC(=O)COC(=O)COc1ccccc1F	2	1	1	-2	-2	-1	11	6	-2
CCNC(=S)Nc1ccc2c(c1)oc1ccccc12	0	1.5	1	-5	-52	-1	24	-4	-12
O=C(Nc1cccn(Cc2ccccc2)c1=O)NC1CCCCC1	2	1	0.87	-3	-2	13	3	-3	-2
COc1cccc(C(=O)Nc2ccc(NC(C)=O)cn2)c1	-31	1.1	1.1	1	-5	-7	-7	-3	-1
O=C(c1ccco1)N1CCN(c2ccc(Cl)c(Cl)c2)CC1	-3	0.99	0.94	0	1	6	25	-3	-10
O=C1NCCN1CCNS(=O)(=O)c1ccc(F)c(Cl)c1	0	1	0.93	3	-5	7	13	2	-2
CC(C)(C)NC(=O)C(c1ccccn1)N(C(=O)C1CSC(=O)C1)c1ccccc1F (stereo not given)	2	1.1	1.1	-2	-10	-9	21	-3	-8
Cc1ccc(C(=O)N2CCCCC2)cc1S(=O)(=O)N1CCOCC1	3	1	0.91	1	0	10	4	-3	-1
N#Cc1ccccc1OCC(=O)Nc1cccc(S(=O)(=O)N2CCCCCC2)c1	1	1.2	1.1	-3	-25	-8	9	-2	-6
COCc1nnc(NC(=O)CC(C)c2ccccc2)s1 (stereo not given)	2	0.89	1	-5	11	-4	-8	-1	-4
SMILES	SENP1 inh	mIAP activ	hIAP act	APOBEC3A inh	mIAP block	hIAP inh	NLRP3 yeast inh	beta cell repl	APOBEC3G inh
O=C(NCc1ccco1)c1cccn2c(=O)c3sccc3nc12	-60	0.98	1.1	7	2	-9	3	6	3
Cc1csc(NC(=O)c2cccnc2)n1	2	1	0.85	-4	-4	15	20	-1	-8
CCC(C)NC(=O)CSc1ncccc1C(=O)O (stereo not given)	3	1	0.95	-3	0	5	18	-2	2
C[N+](C)(C)C[C@H](O)CC(=O)O	1	1.1	0.94	-2	-10	6	13	1	-7
Cc1ccccc1CN1C[C@@H]2C[C@@H](c3cn(C)nc3-c3ccccc3)N3CCC[C@@]23C1=O	-1	0.94	0.92	-1	6	8	28	-5	0
CCOC(=O)c1c(S(=O)(=O)N2CCC(C)CC2)c(C)n(C)c1C	2	1	1.3	-2	0	-27	11	-1	0
CCC(=O)c1cc(F)ccc1OCC(=O)N1CCN(c2ccc(F)cc2)CC1	0	1.1	1.3	0	-10	-32	20	-2	-3
Cn1cnc(C(F)(F)F)c1-c1ccc([N+](=O)[O-])cc1	-1	0.91	0.91	-3	9	9	8	-3	-7
Cc1nc2cc3nc(C(F)(F)F)[nH]c3cc2[nH]1	1	0.99	0.92	1	1	8	5	-2	-4
Cc1ccnc(NC(=O)/C=C/c2cccs2)c1	0	0.96	0.87	-2	4	13	45	0	-6
COc1ccc(-c2sc3ccccc3c2-c2ccc(OCCN3CCCCC3)cc2)cc1	3	0.93	0.84	-4	7	16	11	-5	-8
CCN(CC(=O)Nc1ccc(NC(C)=O)cc1)C(=O)/C=C/c1ccccc1	-3	0.93	0.88	-1	7	12	0	-2	-10
N#Cc1ccc(NC(=O)CN2C(=O)NC3(CCCC3)C2=O)cc1	1	0.9	0.9	0	10	10	7	3	-6
CCN(C(=O)CSc1nc2ccc([N+](=O)[O-])cc2s1)C1CCS(=O)(=O)C1 (stereo not given)	0	0.93	1	0	7	-1	3	-3	-15
CC(C)Oc1cccc(C(=O)Nc2ccc(N3CCN(C)CC3)cc2)c1	0	1.1	1	-7	-9	-3	18	-2	-4
O=C(NCc1ccccc1)C1CCC(=O)N(CCCN2CCCC2=O)C1 (stereo not given)	2	0.98	1.2	1	2	-21	-3	-1	-1
CS(=O)(=O)N1CCN(c2ccc(NC(=O)COc3ccccc3[N+](=O)[O-])cc2)CC1	2	0.99	0.66	-3	1	34	13	0	4
CC(C)N(Cc1nc(-c2ccccc2)no1)C(=O)CN(C)S(=O)(=O)c1ccc(Br)cc1	1	0.97	0.93	1	3	7	-6	-2	0
O=C(NC1CCCCC1)c1cc(S(=O)(=O)N2CCOCC2)c(Cl)cc1Cl	1	1.1	1.1	0	-7	-9	4	0	-6

Entries of single compounds, looked up by structure. Screens in order: SENP1 inh, mIAP activ, hIAP act, APOBEC3A inh, mIAP block, hIAP inh, NLRP3 yeast inh, beta cell repl, APOBEC3G inh
Cn1cnc(C(F)(F)F)c1-c1ccc([N+](=O)[O-])cc1 reads -1, 0.91, 0.91, -3, 9, 9, 8, -3, -7
Cc1ccnc(NC(=O)/C=C/c2cccs2)c1 reads 0, 0.96, 0.87, -2, 4, 13, 45, 0, -6
O=C(NCc1ccco1)c1cccn2c(=O)c3sccc3nc12 reads -60, 0.98, 1.1, 7, 2, -9, 3, 6, 3
